Scp-1 inhibitor: Scp-1 (human) phosphatase inhibition. 0.88% of 340,000 active. Recombinant Scp1, phosphopeptide, malachite green phosphate absorbance. AID 493091. inhibition, % at 20 µM. Q9GZU7;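 active = inhibition above about 50% at 20 µM, limit read from the data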;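 also: plate controls were DMSO wells with enzyme for no effect and wells lacking enzyme for full effect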
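System: SCP-1 catalytic domain; Reagent: Phospho 17-mer peptide substrate; Doses: one concentration, 20 µM, with 1.0% DMSO; Incubation: 45 min room-temperature reaction, 5 min colour, 30 min stabiliser; Signal: Phosphate-binding colour reagent, absorbance read at 630 nm.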
Rin1 Abl inh: blocks binding of human Rin1 to Abl; 0.4% of 360,000 active; P00519+Q13671; TR-FRET Rin1/Abl binding, biochemical; AID 588664; inhibition, % at 7.35 µM; in the data active = inhibition above about 5%, passing the limit was not always enough
NadD block: inhibitors of Staphylococcus aureus NadD. purified NadD enzyme, colorimetric absorbance read-out. 0.78% of 360,000 active. inhibition, % at 20 µM; in the data active = inhibition above about 26%; also: some compounds past the cut are filed as inactive
SUMO1-SIM PPI: alters human SUMO1 binding to SIM partners. P63165. SUMO1 binding to a labelled peptide, TR-FRET, 1 h. inhibition, % at 20 µM. 0.33% of 360,000 active. AID 602429; in the data active = inhibition above about 37%
STEP block: inhibitors of human striatal-enriched phosphatase STEP; recombinant STEP, OMFP fluorogenic substrate, fluorescence; inhibition, % at 20 µM; 0.25% of 360,000 active;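 active = inhibition at 20 µM, scaled per plate between control wells, above about 37%, limit read from the data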;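 also: 0% = DMSO with enzyme and substrate and 100% = substrate only without enzyme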
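Material: STEP (striatal-enriched tyrosine phosphatase) enzyme, cell-free | Medium: 50 mM Bis-Tris pH 6.0 with 2.5 mM DTT and 0.005% Tween 20 | Read-out: Percent inhibition scaled to no-enzyme and uninhibited-enzyme controls, plate-pattern corrected | Signal: Fluorescence read at 480 nm ex / 540 nm em | Times: 20 min reaction, room temperature, in the dark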
Rpn11 block: blocks the human proteasome subunit Rpn11 | O00487 | human 26S proteasome, Ub4-pepOG fluorescence polarization; 20S core pre-blocked with epoxomicin | calls only at 20 µM | 0.59% of 360,000 active | AID 588493;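 active = inhibition at 20 µM, scaled to each plate's controls, above about 33%, limit read from the data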
CSN inh: CSN deneddylation inhibition; Q92905; Purified CSN, SCF-Nedd8-OG deneddylation, fluorescence polarization; inhibition, % at 12.5 µM; 0.38% of 360,000 active; AID 651999;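 active = pattern-corrected inhibition above about 35%, with an unprinted fluorescence ratio check between 0.5 and 1.5, limit read from the data, passing the limit was not always enough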;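 also: 0% = enzyme with substrate and 100% = substrate without enzyme; some results filed as inactive read as strong as hits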
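Test system: purified human Csn5 enzyme expressed in HEK293T cells. Amount: 0.24 nM enzyme. Reagent: SCFSkp2-Nedd8OG substrate at 10 nM final. Schedule: 90 min incubation of compound, enzyme and substrate at room temperature. Detection: fluorescence polarization. Read-out: % inhibition of substrate cleavage by Csn5.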
Neddyl block: inhibitors of human cullin neddylation; P61081+Q13564; TR-FRET cullin neddylation, biochemical; calls only at 25 µM; 0.58% of 360,000 active; AID 651699; in the data active = inhibition above about 36%
DNMT1 inh: inhibitors of human DNMT1. P26358. DNMT1 molecular beacon, Hinp1I cleavage, fluorescence. inhibition (reported as % activation of signal), % at 10 µM. 0.83% of 360,000 active; in the data active = inhibition above about 50%
Target sequence (P26358 504-1616 limits assumed): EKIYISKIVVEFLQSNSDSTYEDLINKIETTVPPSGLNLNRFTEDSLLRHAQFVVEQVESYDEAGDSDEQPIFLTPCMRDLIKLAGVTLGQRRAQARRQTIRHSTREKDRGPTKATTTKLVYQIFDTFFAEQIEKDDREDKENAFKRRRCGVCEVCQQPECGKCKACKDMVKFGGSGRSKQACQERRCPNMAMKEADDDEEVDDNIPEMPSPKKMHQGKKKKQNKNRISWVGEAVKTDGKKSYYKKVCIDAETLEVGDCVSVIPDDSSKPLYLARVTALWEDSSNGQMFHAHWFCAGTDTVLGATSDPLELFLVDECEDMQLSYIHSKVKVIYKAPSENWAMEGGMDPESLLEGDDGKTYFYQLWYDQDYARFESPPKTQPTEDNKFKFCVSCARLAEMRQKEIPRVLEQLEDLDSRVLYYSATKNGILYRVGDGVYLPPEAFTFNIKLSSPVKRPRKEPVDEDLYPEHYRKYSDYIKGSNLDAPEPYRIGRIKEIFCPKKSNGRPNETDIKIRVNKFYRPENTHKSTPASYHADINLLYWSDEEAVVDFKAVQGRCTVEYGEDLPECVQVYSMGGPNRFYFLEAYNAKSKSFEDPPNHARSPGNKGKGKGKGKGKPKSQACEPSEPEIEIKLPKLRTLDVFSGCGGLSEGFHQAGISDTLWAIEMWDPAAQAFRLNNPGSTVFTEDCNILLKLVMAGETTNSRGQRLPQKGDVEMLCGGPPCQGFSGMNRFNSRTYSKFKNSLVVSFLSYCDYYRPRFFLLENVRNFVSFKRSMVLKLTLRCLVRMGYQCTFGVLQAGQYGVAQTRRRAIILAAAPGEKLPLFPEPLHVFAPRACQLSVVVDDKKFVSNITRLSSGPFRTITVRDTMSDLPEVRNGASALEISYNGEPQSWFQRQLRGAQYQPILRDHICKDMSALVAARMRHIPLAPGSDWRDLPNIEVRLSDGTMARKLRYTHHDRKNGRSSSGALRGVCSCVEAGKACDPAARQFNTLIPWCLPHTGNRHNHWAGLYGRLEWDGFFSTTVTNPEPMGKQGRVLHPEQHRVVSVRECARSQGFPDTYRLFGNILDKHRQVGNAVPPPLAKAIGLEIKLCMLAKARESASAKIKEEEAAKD
LMPTP block: blocks human LMPTP phosphatase. recombinant LMPTP-A, OMFP fluorogenic substrate, fluorescence intensity. inhibition, % at 20 µM. 0.22% of 360,000 active;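 active = compounds that cut the enzyme signal by at least half of the control window in the single-dose screen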;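 also: plate controls were DMSO wells with enzyme plus substrate for no effect and substrate without enzyme for full effect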
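Test system: LMPTP-A, protein tyrosine phosphatase of low molecular weight; Input: 0.625 nM enzyme; Incubation: 50 min dark incubation at room temperature; Signal: endpoint fluorescence intensity from OMFP dephosphorylation; Read-out basis: % inhibition versus control wells.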
* marks the source's active call; other numbers are inactive results; i = inactive; / = no result given. Not all compounds are listed (hit frequency here may not be typical).

mol	Scp-1 inhibitor	Rin1 Abl inh	NadD block	SUMO1-SIM PPI	STEP block	Rpn11 block	CSN inh	Neddyl block	DNMT1 inh	LMPTP block
CC(=O)OC1N=C(c2ccc(Cl)cc2)c2cc(Br)ccc2NC1=O (centres undefined)	-12	3	-5	-2	1	i	8	i	-9	-0.4
COc1ccccc1CNCCc1cccc(Cl)c1	/	8	-4	-6	0	i	-5	i	-5	-1.2
CCNC(=O)NNC(=O)C1CC(c2cccnc2)=NO1 (centres undefined)	-13	-2	4	2	1	i	-4	i	0	-0.4
COC(=O)C1=C(c2ccc(Cl)c(C(F)(F)F)c2)C[C@@H]2CC[C@H]1N2C(=O)N1CCOCC1	-6	2	-6	6	-2	i	6	i	3	0.4
Cc1ccc(-n2c(O)c(C=NCCN3CCOCC3)c(=O)[nH]c2=O)cc1	-15	-1	-6	-2	-1	i	-5	i	3	-1.5
COc1cccc(CN2CCCCC2c2cccnc2)c1 (centres undefined)	-6	-2	-4	0	-3	i	2	i	0	-2.7
CN(C)CCN=Cc1c(O)n(CCC2=CCCCC2)c(=O)[nH]c1=O	-1	1	-8	3	2	i	2	i	10	-6.6
Cc1cc[n+](Cc2ccccc2)cc1	0	-2	2	-6	1	i	3	i	7	-1.2
CCOc1cc2c(cc1OCC)-n1cccc1C(c1ccccc1F)NC2 (centres undefined)	-3	0	-5	3	0	i	37	i	-1	-1.4
O=c1[nH]c(=O)n(Cc2ccccc2)c(O)c1C=NCCCn1ccnc1	-4	3	-1	2	1	i	9	i	5	-5.4
CC(C)[C@@]1(NC(=O)[C@@H]2C[C@@H]3c4cccc5[nH]cc(c45)C[C@H]3N(C)C2)O[C@@]2(O)[C@@H]3CCCN3C(=O)[C@H](Cc3ccccc3)N2C1=O	9	0	0	6	1	i	0	i	-27	1.6
O=C1/C(=C/c2ccccc2)C[C@@]2(O)[C@H]3Cc4ccc(O)c5c4[C@@]2(CCN3CC2CC2)C1O5 (some centres undefined)	2	2	0	-8	0	i	7	i	-2	-1.4
C[C@]12C[C@H](O)[C@@H](O)C[C@@H]1CC[C@@H]1[C@@H]2CC[C@]2(C)C(=O)CC[C@@H]12	/	5	7	-3	-1	i	-1	i	-7	0.7
COC(=O)C1=C(c2cccc(OCc3ccccc3)c2)C[C@@H]2CC[C@H]1N2C(=O)NCc1ccc(C(F)(F)F)cc1	-21	-2	-3	3	1	i	-4	i	-11	6.7
N#Cc1ccc(NC(=O)CN2CCN(C(=O)c3cccs3)CC2)cc1Cl	-4	3	1	8	1	i	1	i	0	0.2

Additional entries.
mol	Scp-1 inhibitor	Rin1 Abl inh	NadD block	SUMO1-SIM PPI	STEP block	Rpn11 block	CSN inh	Neddyl block	DNMT1 inh	LMPTP block
CCC(C)C12CN3CCN(CC(C)(C3)C1=O)C2 (centres undefined)	-4	-3	-4	-2	-5	i	2	i	2	-2.2
CP(C)(=O)CCC(=O)O	2	-1	-5	-2	4	i	1	i	4	-1.0
COc1ccc(NC2(C#N)CCCCC2)cc1	2	7	-1	-5	-1	i	2	i	-5	0.8
O=C1NC(=O)C2(Cc3cc([N+](=O)[O-])ccc3N3CCN(C(=O)c4ccccc4)CC32)C(=O)N1 (centres undefined)	0	0	1	-19	1	i	1	i	2	-0.8
Cc1cc(OC(C)C(=O)NCc2cccnc2)c2c3c(c(=O)oc2c1)CCC3 (centres undefined)	-6	0	-8	10	3	i	2	/	3	4.1
NC(=O)Nc1ccc(C(=O)OCC(=O)Nc2ccc(Cl)cc2C(=O)c2ccccc2)cc1	-8	-3	-1	1	1	i	10	i	-8	-1.8
CC(CN1CCOCC1)OC(=O)Cc1ccccc1 (centres undefined)	-5	2	-11	1	2	i	-2	i	-1	-1.8
CCOC(=O)CNC(=O)N1Cc2cc(-c3ccc(OC)cc3)ccc2-n2nncc2C1	/	0	-1	0	1	i	6	/	3	0.6
COC(=O)C1=C(c2c(C)noc2C)C[C@@H]2CC[C@H]1N2C(=O)N1CCC(O)CC1	0	-1	-1	5	2	i	0	i	3	-0.8
C=C1N2CCC(CC2)C1(O)c1ccc(C)c(C)c1 (centres undefined)	5	-3	7	-3	-1	i	5	i	0	-2.9
O=P(Nc1cccc(Cl)c1)(Oc1ccccc1)Oc1ccccc1	-8	-1	0	7	-1	i	2	i	-7	3.9
N[C@@H](Cc1c[nH]c2ccccc12)c1nnc(SCc2ccccc2F)o1	-13	-1	0	0	1	i	3	i	-5	0.0
O=C1NC(=O)N(c2ccc(F)cc2)C(=O)/C1=C/c1ccc(N2CCOCC2)cc1	-11	-1	0	6	13	i	-4	i	-1	-0.9
COc1ccc2c(c1)NP(=S)(c1ccccc1)N2 (centres undefined)	1	-2	5	3	2	i	7	i	-6	3.8
Cc1ccc2c(c1Cl)NC(C(=O)O)C1CC(Sc3ccccc3[N+](=O)[O-])C(Cl)C21 (centres undefined)	60*	1	36*	30	5	i	10	i	71*	42

Part of the list above in order of molar mass, ascending.
mol	Scp-1 inhibitor	Rin1 Abl inh	NadD block	SUMO1-SIM PPI	STEP block	Rpn11 block	CSN inh	Neddyl block	DNMT1 inh	LMPTP block
CCC(C)C12CN3CCN(CC(C)(C3)C1=O)C2 (centres undefined)	-4	-3	-4	-2	-5	i	2	i	2	-2.2
CC(CN1CCOCC1)OC(=O)Cc1ccccc1 (centres undefined)	-5	2	-11	1	2	i	-2	i	-1	-1.8
Cc1ccc2c(c1Cl)NC(C(=O)O)C1CC(Sc3ccccc3[N+](=O)[O-])C(Cl)C21 (centres undefined)	60*	1	36*	30	5	i	10	i	71*	42

Remaining list, next part.
mol	Scp-1 inhibitor	Rin1 Abl inh	NadD block	SUMO1-SIM PPI	STEP block	Rpn11 block	CSN inh	Neddyl block	DNMT1 inh	LMPTP block
CC1=C(C(=O)N2CCC3(CC2)OCCO3)C2(CCC(C)CC2)OC1=O (centres undefined)	17	-3	3	-3	1	i	5	i	-2	-1.3
CCC(N)Cc1c[nH]c2ccccc12 (centres undefined)	-13	3	-5	-2	-2	i	-1	i	-1	0.1
CCCCn1nnnc1C(c1ccnc2ccccc12)N1CCC2(CC1)C(=O)NCN2c1ccccc1 (centres undefined)	/	2	8	-1	2	i	1	i	-7	-0.5
O=C(NCCN1CCCCC1)c1ccc(Cl)nc1Cl	-3	-7	-5	-3	-1	i	5	i	-3	0.8
C=CCOc1ccc(CC2C(=O)N(C)C(=O)N(C)C2=O)cc1	-4	9	7	6	1	i	1	i	-14	0.0
Cc1c(C(=O)Nc2ccccc2)cc(-c2ccccc2)n1CCCN1CCOCC1	-1	4	0	4	-3	i	-4	i	0	-1.9
COc1cc2c(C(=O)O)c(C)n(C)c2cc1Br	-6	1	2	5	0	i	-1	i	-2	-0.8
Cc1ccc(-c2nc3ccccc3c(=O)n2-c2ccccn2)cc1	12	3	0	2	1	i	-8	i	2	-0.9
CCn1c(C)cc(/C=C2\C(=O)NC(=O)N(c3ccccc3C)C2=O)c1C	-1	3	0	-3	1	i	-3	i	-1	-1.3
Cc1nc2c(-c3ccccc3)c(C)nn2c(C)c1CCC(=O)N1CCC2(CC1)OCCO2	-7	1	-7	0	1	i	-2	i	-1	0.0
Clc1ccccc1C1=NCc2nncn2-c2sc(Br)cc21	-4	-1	-3	5	1	i	-1	i	2	-0.1
COC(=O)C1=C(c2c(C)noc2C)C[C@@H]2CC[C@H]1N2C(=O)N1CCC(C)CC1	-11	-2	0	5	2	i	-5	i	1	-3.0
Cc1nc(C)c(C(=O)NN=Cc2ccc(N(CCCl)CCCl)cc2)s1	-8	3	-3	-4	1	i	-4	/	-8	-0.1
COc1cc2c(cc1OC)C(C1c3cc4c(cc3CCN1C)OCO4)OC2=O (centres undefined)	-5	1	-5	5	2	i	4	i	0	2.2
Cc1ccc(-n2c(O)c(C=NCCC3=CCCCC3)c(=O)[nH]c2=O)cc1	-5	0	3	2	-1	i	0	i	4	0.2

The listing continues.
mol	Scp-1 inhibitor	Rin1 Abl inh	NadD block	SUMO1-SIM PPI	STEP block	Rpn11 block	CSN inh	Neddyl block	DNMT1 inh	LMPTP block
Nc1ccc(Cc2ccc(N)c(Cl)c2)cc1Cl	-6	-4	-1	7	-3	i	-5	i	-6	2.0
CCn1ccnc1CN1CCCC(C(=O)c2cc(Cl)ccc2OC)C1 (centres undefined)	3	-3	0	-5	0	i	-5	i	-1	0.0
O=c1[nH]c(=O)n(Cc2ccc(F)cc2)c(O)c1/C=N/Nc1ccccc1	-18	0	0	-4	-1	i	7	i	0	0.0
COC(=O)c1cccc(NC(=O)N2C[C@H]3C[C@@H](C2)c2cccc(=O)n2C3)c1	-1	-2	-1	0	2	i	1	i	-1	-0.4
Cc1ccc(Cn2cc(C=O)c(-c3ccc(F)cc3)n2)cc1	-16	-1	-8	0	-1	i	-1	i	1	1.3
Cc1ccc(C2=NN(CCC(=O)N3CCC4(CC3)OCCO4)C(=O)CC2)cc1	8	0	-6	5	0	i	3	i	0	-1.5
Cc1noc(C)c1CSCC(=O)Nc1ccc(C#N)c(Cl)c1	-10	3	-3	-3	-3	i	3	i	-6	-0.4
Clc1ccccc1CN1CCNCC1	0	1	10	1	0	i	2	i	-3	-2.0
COc1ccc(OC(=O)N(C)C[C@@H]2OCc3ccccc3-c3c(n(C)c4ccccc34)C(=O)N([C@H](C)CO)C[C@@H]2C)cc1	/	2	-7	10	-1	i	3	i	-5	-1.5

Two entries from above, with each value named:
> Cc1ccc(C2=NN(CCC(=O)N3CCC4(CC3)OCCO4)C(=O)CC2)cc1
  Scp-1 inhibitor = 8	Rin1 Abl inh = 0	NadD block = -6	SUMO1-SIM PPI = 5	STEP block = 0	Rpn11 block = i	CSN inh = 3	Neddyl block = i	DNMT1 inh = 0	LMPTP block = -1.5
> COC(=O)c1cccc(NC(=O)N2C[C@H]3C[C@@H](C2)c2cccc(=O)n2C3)c1
  Scp-1 inhibitor = -1	Rin1 Abl inh = -2	NadD block = -1	SUMO1-SIM PPI = 0	STEP block = 2	Rpn11 block = i	CSN inh = 1	Neddyl block = i	DNMT1 inh = -1	LMPTP block = -0.4
